Source: PubChem BioAssay (The Scripps Research Institute Molecular Screening Center)
TCR CD3 inh: inhibitors of human TCR-CD3 interaction, primary screen, biochemical, fluorescence, TAMRA-labeled TCR probe | T-cell receptor (TCR) | inhibition, % at 9.4 µM | hit rate 0.37% among 360,000 | AID 651800, 2012; in the data active = inhibition above about 19%;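 also: recombinant mutant TCR 2C K166C tagged with TAMRA read by polarization; 0% = receptor in buffer alone and 100% = receptor with positive control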
Tn7 DDE FP: inhibitors of Tn7 peptide binding to fibrin DD(E), primary screen, biochemical, fluorescence polarization, human fibrin, Tn7 probe; hit rate 0.13% among 370,000; Fibrinogen beta chain (Homo sapiens), P02675; FP displacement of FITC-Tn7 peptide from fibrin DD(E); 0% = median of compound wells per plate; AID 720508, 2013; inhibition, % at 8.3 µM;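 active = inhibition above the mean of compounds falling within the control limits plus 3 SD of them, cut at about 14% in these data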;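 also: 0% = plate median of compound wells and 100% = 10 µM Aha-Tn7 peptide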
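Test system – human fibrin DD(E) · Times – 10 min preincubation, 3 h with tracer, room temperature · Detection – fluorescence polarization of the labelled Tn7 tracer · Measure – percent inhibition normalized to high-control wells · Benchmarks – high control wells with 10 µM unlabelled Aha-Tn7 peptide (full inhibition) · Repeats – singlicate testing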
DDE Tn6 FP inh: inhibitors of Tn6 peptide binding to fibrin DD(E), primary screen, biochemical, fluorescence polarization, human fibrin, Tn6 probe; Fibrinogen beta chain (Homo sapiens), P02675; Fibrin DD(E) TRITC-Tn6 fluorescence polarization displacement; hit rate 0.21% among 370,000; inhibition, % at 8.3 µM;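 active = inhibition above a per-campaign cutoff: mean of compounds within control limits plus 3 SD, cut at about 15% in these data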;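 also: 0% = median of all compound wells on the plate and 100% = blocking peptide control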
LEDGF integ inh: blockers of LEDGF/p75-dependent integrase strand transfer – biochemical, TR-FRET, high throughput, primary screen | TR-FRET IN-LEDGF/p75 DNA integration, Eu/Cy5 | inhibition, % at 3.7 µM | HIV-1 integrase (with human LEDGF/p75) | AID 743269, 2014 | hit rate 0.64% among 370,000;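 active = inhibition above the screen-wide mean plus 3 SD, cut at about 13% in these data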;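 also: signal is the Cy5 over europium emission ratio at 671 and 618 nm; 0% = plate median of compound wells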
TDP2 inh: human TDP2 enzyme inhibitors, primary screen, biochemical, epi absorbance, recombinant enzyme | inhibition, % at 12.8 µM | hit rate 0.34% among 370,000 | AID 720702, 2013 | Tyrosyl-DNA phosphodiesterase 2 (Homo sapiens), O95551 | T5PNP hydrolysis, p-nitrophenol absorbance 415 nm;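 active = inhibition above the mean of all tested compounds plus 3 SD, set per campaign, cut at about 25% in these data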;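 also: 0% = DMSO with enzyme and 100% = buffer with substrate but no TDP2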
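test system = human TDP2 enzyme | input = TDP2 enzyme at 120 nM final | medium = 50 mM Tris-HCl pH 7.5 with Mg2+, KCl, DTT, BSA | also added = T5PNP substrate, 5 mM | times = 2 h at 37 °C | technique = epi absorbance | benchmarks = high control without enzyme, low control DMSO plus TDP2 | replication = each compound tested once, singlicate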
SIAE primary: human SIAE inhibitors, primary screen, biochemical, fluorescence polarization, FP-Rh probe, 1536-well HTS | Sialate O-acetylesterase (Homo sapiens), Q9HAT2 | SIAE FP-Rh probe binding | inhibition, % at 9.66 µM | hit rate 0.69% among 370,000 | AID 1053197, 2014;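 active = inhibition above a cutoff: mean of compounds within the control limits plus 3 SD of those, cut at about 17% in these data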;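 also: 0% = plate median of compound wells and 100% = probe without SIAE protein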
Target sequence (Q9HAT2 whole entry, looked up): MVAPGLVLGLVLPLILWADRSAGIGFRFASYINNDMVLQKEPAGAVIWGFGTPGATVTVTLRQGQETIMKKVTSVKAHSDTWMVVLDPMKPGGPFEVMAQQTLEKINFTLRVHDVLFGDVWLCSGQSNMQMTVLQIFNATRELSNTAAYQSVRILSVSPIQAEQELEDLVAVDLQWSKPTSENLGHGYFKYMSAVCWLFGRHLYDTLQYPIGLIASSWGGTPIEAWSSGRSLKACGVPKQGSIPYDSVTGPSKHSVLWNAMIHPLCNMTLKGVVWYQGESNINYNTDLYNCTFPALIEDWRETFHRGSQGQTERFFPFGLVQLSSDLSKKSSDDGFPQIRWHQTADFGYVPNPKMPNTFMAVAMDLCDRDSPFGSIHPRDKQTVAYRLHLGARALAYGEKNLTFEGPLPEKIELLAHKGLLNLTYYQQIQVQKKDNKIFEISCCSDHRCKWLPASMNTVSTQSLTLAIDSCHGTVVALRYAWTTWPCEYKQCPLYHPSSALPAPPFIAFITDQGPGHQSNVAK
UHRF1 MBD2 ctr: UHRF1 methylated DNA binding inhibitors, primary screen, counter-screen for MBD2 inhibitor project, biochemical, TR-FRET, human UHRF1, single concentration; UHRF1 binding to methylated oligo; inhibition, % at 4.4 µM; hit rate 0.75% among 370,000; AID 687016, 2013; in the data active = inhibition above about 21%;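 also: UHRF1 SRA domain binding a hemimethylated CpG hairpin DNA probe; 0% = median of test compound wells and 100% = reference inhibitor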
MBD2 inh: inhibitors of MBD2 binding to methylated DNA, primary screen, biochemical, TR-FRET, DNA-binding domain, human; MBD2 binding to methylated oligonucleotide; inhibition, % at 4.4 µM; Methyl-CpG-binding domain protein 2 (Homo sapiens), Q9UBB5; hit rate 0.31% among 370,000; in the data active = inhibition above about 13%
PRMT1 FP inh: PRMT1 methyltransferase inhibitors, primary screen, biochemical, fluorescence polarization. inhibition, % at 2.79 µM. Protein arginine N-methyltransferase 1 (Homo sapiens), Q99873. recombinant PRMT1, activity-based probe fluorescence polarization. hit rate 1.3% among 370,000;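 active = inhibition above about 21% made by adding two undisclosed values, limit read from the data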
Target sequence (Q99873 whole entry, looked up): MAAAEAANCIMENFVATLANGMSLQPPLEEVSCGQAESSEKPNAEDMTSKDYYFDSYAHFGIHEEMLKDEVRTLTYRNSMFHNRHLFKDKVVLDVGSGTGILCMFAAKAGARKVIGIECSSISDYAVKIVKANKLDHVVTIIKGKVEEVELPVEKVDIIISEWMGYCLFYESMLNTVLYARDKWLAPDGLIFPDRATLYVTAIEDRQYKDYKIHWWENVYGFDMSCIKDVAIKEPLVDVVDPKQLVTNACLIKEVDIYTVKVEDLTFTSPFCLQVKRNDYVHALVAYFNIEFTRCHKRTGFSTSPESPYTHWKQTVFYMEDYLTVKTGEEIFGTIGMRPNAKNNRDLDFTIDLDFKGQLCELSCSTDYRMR
proKLK7 act: proKLK7 zymogen activators, primary screen, biochemical, fluorescence intensity | activation, % at 7 µM | hit rate 0.9% among 370,000 | Kallikrein-7 (Homo sapiens), P49862 | purified proKLK7, EDANS-DABCYL substrate fluorescence; 100% is mature enzyme control, 0% vehicle | AID 652039, 2013;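 active = activation above the mean of all tested compounds plus 3 SD, computed per campaign excluding outliers beyond control limits, cut at about 13% in these data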
Active calls of the source: *; x = not tested or not shown.

SMILES	TCR CD3 inh	Tn7 DDE FP	DDE Tn6 FP inh	LEDGF integ inh	TDP2 inh	SIAE primary	UHRF1 MBD2 ctr	MBD2 inh	PRMT1 FP inh	proKLK7 act
CCCCN(C(=O)CCCc1nc2ccccc2s1)c1c(N)n(CCCC)c(=O)[nH]c1=O	-3	-10	-4	-3	2	-1	1	3	1	0.2
COc1ccc(/C(C)=N/N2C(C)CCCC2C)c(OC)c1 (stereo not given)	0	5	0	-1	-10	5	0	4	-5	-0.3
COc1ccc(-c2cc(C(=O)NCCCN3CCOCC3)c3cc(C(C)C)ccc3n2)cc1	-1	5	0	0	7	-5	3	0	1	-53
C/C(N)=C(/C#N)C(=O)CSc1nncn1-c1ccccc1	1	3	10	2	11	-7	-3	3	-2	-0.1
Cc1cc(Br)ccc1NC(=O)CCCOc1cc(=O)n(C)c2ccccc12	1	2	0	-1	-1	-4	-2	3	3	0.3
CCOC(=O)c1c(C)nc(C)c(C(=O)OCC)c1-c1ccc(O)c(OC)c1	5	2	-3	2	-1	3	1	0	10	-0.6
O=C(Cc1ccccc1[N+](=O)[O-])NCc1ccc(Cl)cc1	5	-7	11	0	13	-1	0	0	0	0.3
CCC(=O)NCCN1CCN(C(=O)CC)CC1	-3	-4	-1	1	10	1	0	2	-2	-0.9
O=C(OCCN1CCOCC1)c1ccc(OCCN2CCOCC2)cc1	-2	-2	0	-2	-4	1	0	4	-4	0.2
CC(C)C[C@@H]1COc2cc(N3CCSCC3)ccc2S(=O)(=O)N1	-8	-4	1	-2	-7	-1	1	1	0	-0.1
CNC(=O)c1ccc2cc(OC)c(OC)cc2c1	-3	6	4	-4	-5	-3	-1	2	1	-0.3
COc1ccc(CNC(=O)c2cccc(NC(=O)c3ccccc3)c2)cc1	-6	1	-9	0	4	-10	-5	4	-5	0.4
COC(=O)[C@]12CCCCC=C1N(Cc1ccc(OC)cc1)C(=O)[C@@H]2CC(=O)N1CCCCC1	x	6	0	-2	2	-3	2	-3	1	-0.4
CC1CC(CC(C)C(=O)NC(=S)Nc2ccc(S(N)(=O)=O)cc2)C(=O)O1 (stereo not given)	4	-1	-1	-1	3	0	1	-2	2	-0.5
NC12CC3CC(CC(C3)C1)C2	6	-10	-3	1	-8	-6	0	0	0	-0.2
O=c1ccc2c([nH]1)CCCCCCCCCC2	4	1	-5	-2	-4	-3	-2	-1	-1	0.0
CC(C)(C)OC(=O)CNC(=O)c1[nH]cnc1C(=O)Nc1ccc(Cl)cc1	5	-1	9	1	0	-18	-1	-3	-4	-0.3
COc1cc(C(=O)OCC(=O)N2CCCCC2C)cc(NC(=O)c2cccs2)c1OC (stereo not given)	-4	-2	-1	0	-4	-4	-1	1	-7	-0.1
Cc1cc(C(=O)NNC(=O)/C=C/c2ccco2)c(C)o1	-3	0	1	53*	-7	-1	29*	2	23*	-0.6
Cc1ccc(-n2c(Cc3ccccc3)n[nH]c2=S)c(C)c1	-1	-1	4	-4	-5	7	0	0	14	-0.3
O=C(NNC(=S)Nc1ccccc1Cl)c1ccccc1Cl	5	1	8	0	-11	4	-7	-7	-2	-0.5
CCOC(=O)c1c(NC(=O)CN2C(=O)CN(C)C2=O)sc(C)c1C	7	-4	-4	6	-4	-1	1	0	2	0.1
O=C(Nc1ccc2oc(-c3ccccc3)nc2c1)c1ccccc1F	7	10	4	-2	9	1	-2	2	-3	-1.0
Cc1ccc2c(c1)cc(CN(Cc1cccnc1)C(=O)NCc1ccccc1)c1nnnn12	1	1	0	-1	3	0	-3	1	0	0.1
COc1ccccc1NS(=O)(=O)c1cc(NC(=O)c2ccc(NC(C)=O)cc2)ccc1N1CCOCC1	-6	4	-4	3	3	-30	-4	-5	13	0.2
CCCCN(C)CCCNC(=O)CN1C(=O)COc2ccc(S(=O)(=O)N3CCOCC3)cc21	-6	-5	6	-1	-3	0	1	1	5	0.5
Cc1ccccc1-n1c(SCC(=O)NCC2CCCO2)nc2c([nH]c3ccccc32)c1=O (stereo not given)	-3	5	-5	2	-5	-2	0	-5	-3	-0.5
Cc1ccc(C)c(NC(=O)CSc2nnc(-c3ccccc3C)o2)c1	2	-2	2	1	1	-3	0	5	-3	0.3
CCn1c(=O)n(CC)c2cc(N3CCCC3)c(NC(=O)c3cccc(OC)c3)cc21	5	4	10	-3	0	0	1	-2	0	-0.6
Cc1c(C(=O)OC2CCCC2C)[nH]c2c1C(=O)CCC2 (stereo not given)	-2	-3	-6	1	-6	-2	2	-2	-1	-0.2

3 compounds out of the list above, sorted by the value under SIAE primary, smallest number first:
structure,SIAE primary
Cc1c(C(=O)OC2CCCC2C)[nH]c2c1C(=O)CCC2 (stereo not given),-2
CCOC(=O)c1c(NC(=O)CN2C(=O)CN(C)C2=O)sc(C)c1C,-1
CCn1c(=O)n(CC)c2cc(N3CCCC3)c(NC(=O)c3cccc(OC)c3)cc21,0

(more compounds)
SMILES	TCR CD3 inh	Tn7 DDE FP	DDE Tn6 FP inh	LEDGF integ inh	TDP2 inh	SIAE primary	UHRF1 MBD2 ctr	MBD2 inh	PRMT1 FP inh	proKLK7 act
Cc1cc(S(=O)(=O)NC(=O)[C@H]2O[C@@H](n3ccc(=O)[nH]c3=O)[C@H](O)[C@@H]2O)ccc1Br	-2	0	6	7	8	2	3	1	4	-0.3
CCCc1cc(C(=O)Nc2ccc(F)c(Cl)c2)no1	6	-4	0	1	9	4	0	3	0	-1.3
Cn1c(SCC(=O)O)nc2ccccc2c1=O	-3	-4	-1	1	-6	-3	7	1	1	-0.5
O=S1(=O)CCC(NC(=S)N2CCCCCC2)C1 (stereo not given)	11	-4	-4	-2	4	3	1	3	-2	0.6
CC1CCN(C(=O)C2CCC(CNS(=O)(=O)c3cccc4cccnc34)CC2)CC1 (stereo not given)	9	-1	0	-2	0	0	0	-3	-2	0.3
C/C(=N\Nc1ccc(F)cc1F)c1ccc(Br)s1	0	5	4	-7	-4	3	0	-1	7	-0.5
COc1cccc(CNc2nc3cc(-c4ccccc4CO)sc3c(=O)n2C)c1	0	-1	3	2	-2	-15	1	-2	2	0.1
COc1cccc(CN2CCNC(=O)C2CC(=O)NCCc2ccccn2)c1 (stereo not given)	1	-4	-5	5	0	0	-5	0	4	-0.1
CCN(CC)Cc1cc(C(C)=O)ccc1O	6	-3	-2	-5	-7	9	1	-5	-3	-0.3
Cn1c(Nc2ccccc2)cc(=O)n(C)c1=O	-5	8	5	-5	-2	-3	0	-4	-1	-0.2
Cc1nn(Cc2ccc(Cl)cc2)c2sc(C(=O)OCC(N)=O)cc12	0	0	-1	1	0	0	-5	0	-3	0.9
Cc1ccc(-c2nc3c(=O)n(-c4ccccc4)c4c(c(=O)n(C)c(=O)n4C)c3o2)cc1	-7	0	-6	5	-13	1	3	-4	-5	-0.4
O=C(CCCSc1nnc(SCCCC(=O)c2ccc(F)cc2)s1)c1ccc(F)cc1	-6	-2	-10	-6	2	-2	-1	0	0	0.5
COc1cccc(/C=C/C(=O)Oc2ccc(C(=O)c3ccc(F)cc3)cc2)c1	7	2	4	-1	-9	-9	-3	-1	-1	-0.8
CCOc1ccccc1C(=O)NCC(=O)NNC(=O)c1csc(N2CCOCC2)n1	1	6	2	-2	1	1	-1	0	-1	0.3
COc1ccc(C(=O)OCCN2C(=O)c3ccccc3C2=O)cc1OC	3	-5	-2	4	4	-4	-1	-4	0	0.1
COc1ccc(C)cc1Nc1nc(C)nc2c1oc1ccccc12	-4	-10	-3	1	-7	5	1	-3	-4	-0.5
CC(=O)Nc1ccc(S(=O)(=O)N2CCC(NC(=O)c3ccco3)CC2)cc1	-2	8	3	-2	6	-5	0	4	4	-0.3
COc1ccccc1-c1oc2ccccc2c1C#CC1(O)CCCCC1	2	-8	1	-4	3	1	-2	3	-3	-1.1
Cc1nnsc1C(=O)NC1CCCc2c1cnn2-c1cc(F)cc(F)c1 (stereo not given)	2	-10	3	4	20	5	-2	-4	-3	-0.5
COc1ccc(C(=O)N(c2ccccn2)C2CCCCC2)c(OC)c1	10	-9	-7	-1	6	4	0	0	0	0.3
O=C(c1ccccc1F)N(Cc1cccs1)C1CCS(=O)(=O)C1 (stereo not given)	14	7	7	2	4	-3	-1	1	1	0.1
O=[N+]([O-])c1ccc(Cl)c(/C=N/N2CCN(Cc3ccc(Cl)cc3)CC2)c1	10	0	-4	-3	-3	8	-2	-1	1	0.5
CCN(CC)CCC#CC1(O)c2ccccc2-c2ccccc21	-1	2	-9	4	-12	6	-2	-6	0	0.1
O=c1[nH][nH]c(-c2ccccc2O)c1C(C[N+](=O)[O-])c1ccc(Cl)cc1Cl (stereo not given)	1	-6	-2	0	7	-13	-1	0	-2	-0.2
COc1ccc(/C=C/C(=O)NC(=S)Nc2ccc(S(=O)(=O)N=C(N)N)cc2)cc1OC	3	2	2	3	11	-127	-2	-3	-2	-2.4
CCOC(=O)N1CCC(Nc2c(N3CCN(c4cc(Cl)ccc4C)CC3)c(=O)c2=O)CC1	-8	-1	-1	3	3	3	2	-2	3	0.8
CCCc1cc(C(=O)OC)c(NC(=O)CCC(=O)O)s1	4	-7	0	0	-8	3	0	-6	-4	0.0
COc1ccc(NC(=O)c2cc3cc(OC)ccc3oc2=N)cc1	8	8	-4	2	5	4	-3	1	-1	-3.8
CC(NC(=O)c1cccnc1)C(=O)O (stereo not given)	2	4	5	2	14	0	-2	2	-2	0.4
COc1ccc(Oc2c(Cl)cnn(-c3ccc(F)cc3)c2=O)cc1	5	-1	-4	-1	-10	0	-3	-2	1	0.2
C=CCn1c(SCc2ccc(C#N)cc2)nnc1-c1ccccc1	2	-1	-6	5	-4	2	-3	2	0	0.2
COc1ccc(F)c(CN2CCC(n3nccc3NC(=O)CCCc3ccccc3)CC2)c1	5	5	-5	1	7	1	1	2	-2	0.1
Oc1c(Cl)cc(Cl)cc1/C=N/c1nccs1	-5	-1	2	7	-1	9	17	12	2	0.3
